Bioassay records: PubChem BioAssay, several laboratories
TWEAK-Fn14 inh – TWEAK-Fn14 signaling inhibition; inhibition, % at 10 µM; AID 1159606; TWEAK-stimulated Fn14 reporter cells, luciferase luminescence, 8 h; hit rate 2% among 360,000; in the data active = inhibition above about 50%
CF NFkB block – inhibitors of cystic fibrosis induced NF-kB; KKLEB NF-kB-GFP reporter, PAF-induced, GFP fluorescence overnight; inhibition, % at 5 µM; hit rate 0.86% among 360,000; AID 588850;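 active = at least 50% inhibition at 5 µM, scaled per plate between neutral and stimulator controls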;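 also: PAF is a Pseudomonas aeruginosa culture filtrate used as stimulus; plate controls were PAF-stimulated DMSO wells for no effect and unstimulated DMSO wells for full effect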
TROY NFkB inh – blocks TROY-dependent signaling in reporter cells; inhibition, % at 10 µM; AID 1347056; Q293 LMP1-TROYcd NF-kB luciferase reporter, 4 h; hit rate 0.98% among 360,000;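 active = compounds whose plate-normalised and pattern-corrected inhibition of the luciferase reporter signal at the single screening dose is 50% or more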
SRC1 inh – human NCOA1 inhibition; Q15788; HEK293 GAL4-SRC1 luciferase reporter, luminescence; inhibition, % at 3.6 µM; hit rate 0.12% among 360,000; AID 588354;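 active = inhibition above the campaign mean plus 3 SD, with each screening campaign given its own cutoff, cut at about 60% in these data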;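 also: 0% = DMSO treated cells and 100% = gossypol at 36 µM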
KKLEB cytotox – reduces viability of KKLEB cystic fibrosis airway cells; KKLEB CF airway cells viability, ATPlite luminescence, overnight; active compounds read low; cells stimulated with P. aeruginosa culture filtrate; activity change (cytotoxicity), % at 5 µM; hit rate 0.36% among 360,000;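 active = corrected activity change at or below -50% at 5 µM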
NCOA3 inh – human NCOA3 inhibition | hit rate 0.17% among 360,000 | inhibition, % at 3.6 µM | HEK293 GAL4-SRC3 luciferase reporter, luminescence | AID 588352 | Q9Y6Q9;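 active = inhibition above a per-campaign cutoff, the mean of all compounds plus 3 SD, cut at about 60% in these data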;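 also: 0% = DMSO-treated cells and 100% = gossypol-treated cells at 36 µM; higher means less SRC3-driven luciferase light from the GAL4 reporter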
C8 TRAIL sens – sensitizes caspase-8 expressing cells to TRAIL; NB7+C8 cells + TRAIL, ATPlite viability luminescence; inhibition (viability loss, TRAIL sensitization), % at 10 µM; hit rate 1% among 360,000;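 active = compounds causing at least 50% loss of cell viability in the single-dose screen, relative to plate controls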
EBV LMP1 NFkB – Epstein-Barr LMP1 NF-kappaB reporter inhibition. LMP1-induced NF-kappaB luciferase reporter cells, luminescence. inhibition, % at 12.5 µM. hit rate 0.69% among 350,000; in the data active = inhibition above about 41%;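 also: 0% = neutral control wells and 100% = reference inhibitor control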
NR2F2 inh – NR2F2 (human) inhibition, primary screen; P24468; HEK293T NGFI-A luciferase reporter, luminescence; inhibition, % at 8.6 µM; hit rate 0.7% among 370,000;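 active = inhibition above a per-plate cutoff, mean inhibition of test wells between control levels plus 3 SD, cut at about 38% in these data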;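 also: cells cotransfected with COUP-TFII expression vector driving the NGFI-A reporter; 0% = median of COUP-TF2 test wells and 100% = reporter-only cells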
SRC2 inh – human SRC2 (NCOA2) inhibition | hit rate 0.17% among 370,000 | inhibition, % at 9 µM | HEK293 GAL4-SRC2 luciferase reporter, luminescence | AID 651957 | Q15596;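 active = inhibition above the mean inhibition of all tested compounds plus 3 SD, set per campaign, cut at about 52% in these data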;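 also: 0% = DMSO treated cells and 100% = cells given Gossypol at 36 µM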
Target sequence (Q15596 whole entry, looked up, the tested form may be a part): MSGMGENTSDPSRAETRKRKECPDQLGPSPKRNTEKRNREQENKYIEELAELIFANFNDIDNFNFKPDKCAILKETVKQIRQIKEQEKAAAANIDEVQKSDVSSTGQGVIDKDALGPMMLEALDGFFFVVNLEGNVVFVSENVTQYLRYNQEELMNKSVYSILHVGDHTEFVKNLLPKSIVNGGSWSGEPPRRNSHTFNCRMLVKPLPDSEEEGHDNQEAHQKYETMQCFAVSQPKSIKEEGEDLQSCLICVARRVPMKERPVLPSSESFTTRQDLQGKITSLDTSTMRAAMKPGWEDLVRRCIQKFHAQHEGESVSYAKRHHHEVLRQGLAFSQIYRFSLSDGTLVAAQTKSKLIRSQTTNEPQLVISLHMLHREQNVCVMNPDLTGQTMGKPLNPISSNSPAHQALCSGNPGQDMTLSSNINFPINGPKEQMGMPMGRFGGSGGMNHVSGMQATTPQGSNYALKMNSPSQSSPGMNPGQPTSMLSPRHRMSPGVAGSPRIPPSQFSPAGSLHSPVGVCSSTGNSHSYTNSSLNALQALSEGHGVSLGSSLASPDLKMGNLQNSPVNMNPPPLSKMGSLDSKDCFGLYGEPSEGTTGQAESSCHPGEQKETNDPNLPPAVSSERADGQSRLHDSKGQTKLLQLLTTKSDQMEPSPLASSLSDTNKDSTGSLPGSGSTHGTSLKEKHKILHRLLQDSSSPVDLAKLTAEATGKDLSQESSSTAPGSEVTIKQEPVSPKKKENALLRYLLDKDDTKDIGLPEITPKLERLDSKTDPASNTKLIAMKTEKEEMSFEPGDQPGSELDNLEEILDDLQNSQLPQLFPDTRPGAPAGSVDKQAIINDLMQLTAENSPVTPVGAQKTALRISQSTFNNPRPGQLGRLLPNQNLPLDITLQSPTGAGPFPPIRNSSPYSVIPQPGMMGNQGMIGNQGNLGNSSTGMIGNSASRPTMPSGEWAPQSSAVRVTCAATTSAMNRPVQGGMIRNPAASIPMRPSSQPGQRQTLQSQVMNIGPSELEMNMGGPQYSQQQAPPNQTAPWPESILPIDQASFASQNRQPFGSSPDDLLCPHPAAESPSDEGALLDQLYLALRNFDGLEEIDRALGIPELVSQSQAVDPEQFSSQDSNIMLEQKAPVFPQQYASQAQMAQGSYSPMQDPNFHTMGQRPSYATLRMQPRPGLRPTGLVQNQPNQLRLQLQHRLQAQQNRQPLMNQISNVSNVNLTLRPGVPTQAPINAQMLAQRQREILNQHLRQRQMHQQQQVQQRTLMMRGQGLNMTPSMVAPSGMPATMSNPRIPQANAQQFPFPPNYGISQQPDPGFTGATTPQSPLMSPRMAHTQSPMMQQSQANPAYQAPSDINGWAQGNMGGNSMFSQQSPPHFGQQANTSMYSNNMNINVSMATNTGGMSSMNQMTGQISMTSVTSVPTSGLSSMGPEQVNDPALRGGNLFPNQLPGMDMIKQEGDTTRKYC
NR5A2 inv ag – inverse agonists of human LRH-1 (NR5A2). inhibition, % at 3.6 µM. HEK293T StAR-luciferase reporter, LRH-1 transfected, 24 h. hit rate 0.13% among 360,000. O00482. AID 602396;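 active = inhibition above the mean inhibition of all tested compounds plus 3 SD, cut at about 73% in these data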;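 also: 0% = DMSO wells and 100% = reporter-only cells lacking LRH-1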
Starred values were filed as active, the others as inactive.

Screening O=C(NCc1ccccc1)C(=O)Nc1nccs1 returned TWEAK-Fn14 inh 12, CF NFkB block 4, TROY NFkB inh -18, SRC1 inh -6, KKLEB cytotox 0, NCOA3 inh -1, C8 TRAIL sens 1, EBV LMP1 NFkB -6, NR2F2 inh -7, SRC2 inh 2 and NR5A2 inv ag -12.
c1cc2c3c(cccc3c1)NC1(CCCCCC1)N2 was read as TWEAK-Fn14 inh -22, CF NFkB block -21, TROY NFkB inh 7, SRC1 inh 2, KKLEB cytotox 4, NCOA3 inh -8, C8 TRAIL sens -7, EBV LMP1 NFkB 3, NR2F2 inh 14, SRC2 inh -13 and NR5A2 inv ag 12.
For CCOC(=O)N1CCN(S(=O)(=O)c2ccc(OCC)c3ccccc23)CC1 the results were TWEAK-Fn14 inh 14, CF NFkB block 27, TROY NFkB inh 12, SRC1 inh -27, KKLEB cytotox -12, NCOA3 inh -2, C8 TRAIL sens -3, EBV LMP1 NFkB 2, NR2F2 inh 1, SRC2 inh 0 and NR5A2 inv ag -8.
NC(=O)c1ccc(NC(=O)COc2ccc([N+](=O)[O-])cc2Cl)cc1 was read as TWEAK-Fn14 inh -8, CF NFkB block -15, TROY NFkB inh 6, SRC1 inh -8, KKLEB cytotox 7, NCOA3 inh -9, C8 TRAIL sens -3, EBV LMP1 NFkB -17, NR2F2 inh 16, SRC2 inh -24 and NR5A2 inv ag -3.
Screening Nc1nc2ccccc2n1C(=O)c1ccco1 returned TWEAK-Fn14 inh 7, CF NFkB block 8, TROY NFkB inh -24, SRC1 inh -109, KKLEB cytotox -4, NCOA3 inh -100, C8 TRAIL sens 28, EBV LMP1 NFkB -6, NR2F2 inh -53, SRC2 inh -34 and NR5A2 inv ag -160.
Screening COc1cccc(/C=C/C(=O)OCC(=O)NC2CC2)c1 returned TWEAK-Fn14 inh 0, CF NFkB block -18, TROY NFkB inh -17, SRC1 inh -6, KKLEB cytotox 7, NCOA3 inh 12, C8 TRAIL sens 16, EBV LMP1 NFkB 3, NR2F2 inh -18, SRC2 inh -1 and NR5A2 inv ag -5.
`COC(=O)CNc1nc(-c2ccccc2F)nc2ccccc12` gave TWEAK-Fn14 inh 8, CF NFkB block 9, TROY NFkB inh 25, SRC1 inh 6, KKLEB cytotox 1, NCOA3 inh 3, C8 TRAIL sens -7, EBV LMP1 NFkB 9, NR2F2 inh 5, SRC2 inh -5 and NR5A2 inv ag 26.
Screening CN(C)C=Nc1ncc2c([nH]c3ccccc32)c1C#N returned TWEAK-Fn14 inh -7, CF NFkB block 26, TROY NFkB inh -38, SRC1 inh 13, KKLEB cytotox -2, NCOA3 inh 21, C8 TRAIL sens 21, EBV LMP1 NFkB 0, NR2F2 inh 26, SRC2 inh 23 and NR5A2 inv ag -8.
CN(C)CCNc1ncnc2c1ncn2[C@H]1CN(Cc2ccco2)C[C@@H](CO)O1 was read as TWEAK-Fn14 inh -2, CF NFkB block 2, TROY NFkB inh 3, SRC1 inh -3, KKLEB cytotox -4, NCOA3 inh 1, C8 TRAIL sens -1 and NR5A2 inv ag -7.
Cc1c(C(=O)Nc2ccccc2)csc1-c1ccccc1 was read as TWEAK-Fn14 inh -21, CF NFkB block -16, TROY NFkB inh -53, SRC1 inh -149, KKLEB cytotox -22, NCOA3 inh -87, C8 TRAIL sens 67*, EBV LMP1 NFkB -32, NR2F2 inh -66, SRC2 inh -76 and NR5A2 inv ag -223.
For Cc1ccc(-c2n[nH]c(=S)n2/N=C/c2cccn2C)cc1 the results were TWEAK-Fn14 inh -3, CF NFkB block -4, TROY NFkB inh 7, SRC1 inh 1, KKLEB cytotox 4, NCOA3 inh 9, C8 TRAIL sens -6, EBV LMP1 NFkB 0, NR2F2 inh 11, SRC2 inh -7 and NR5A2 inv ag -1.
`Cc1cc(NCCN2CCOCC2)n2c(nc3ccccc32)c1C#N` gave TWEAK-Fn14 inh -15, CF NFkB block -37, TROY NFkB inh -7, SRC1 inh -2, KKLEB cytotox 1, NCOA3 inh -22, C8 TRAIL sens 0, EBV LMP1 NFkB 0, NR2F2 inh 10, SRC2 inh 1 and NR5A2 inv ag 7.
Screening CCN1C=C(Cc2cccs2)C2=C(C1)C(c1cccs1)C(C#N)=C(N)O2 (stereo not drawn) returned TWEAK-Fn14 inh 24, CF NFkB block 9, TROY NFkB inh -1, SRC1 inh -1, KKLEB cytotox -8, NCOA3 inh -6, C8 TRAIL sens -6, EBV LMP1 NFkB 4, NR2F2 inh 6, SRC2 inh -28 and NR5A2 inv ag 2.
CCN(CC)CCC(c1ccc2c(c1)OCO2)c1c(OC)cc(OC)c2ccc(=O)oc12 (stereo not drawn) was read as TWEAK-Fn14 inh 5, CF NFkB block 11, TROY NFkB inh -14, SRC1 inh 14, KKLEB cytotox 8, NCOA3 inh -14, C8 TRAIL sens 0, EBV LMP1 NFkB -4, NR2F2 inh 7, SRC2 inh -4 and NR5A2 inv ag -2.
O=C(Nc1ccccc1)C1=C(O)CC(c2ccco2)CC1=Nc1ccccc1 (stereo not drawn) was read as TWEAK-Fn14 inh 6, CF NFkB block 42, TROY NFkB inh -17, SRC1 inh 5, KKLEB cytotox -20, NCOA3 inh 1, C8 TRAIL sens 4, EBV LMP1 NFkB 1, NR2F2 inh -3, SRC2 inh 16 and NR5A2 inv ag -10.
Screening CC(=O)Nc1ccc(S(=O)(=O)N2CCC(C(=O)NCCC(=O)Nc3nccs3)CC2)cc1 returned TWEAK-Fn14 inh -12, CF NFkB block -9, TROY NFkB inh -12, SRC1 inh 0, KKLEB cytotox -4, NCOA3 inh 3, C8 TRAIL sens -4, EBV LMP1 NFkB 15, NR2F2 inh -7, SRC2 inh -12 and NR5A2 inv ag -3.
COc1ccc(-n2c(=O)[nH]c3c(C(N)=O)nc(C4CCCCC4)nc32)cc1 was read as TWEAK-Fn14 inh -4, CF NFkB block 25, TROY NFkB inh -4, SRC1 inh 1, KKLEB cytotox -4, NCOA3 inh 12, C8 TRAIL sens 0, EBV LMP1 NFkB -1, NR2F2 inh -18, SRC2 inh 10 and NR5A2 inv ag -13.
O=C(NCc1ccc2c(c1)OCO2)c1ccc(S(=O)(=O)N2CCOCC2)cc1 was read as TWEAK-Fn14 inh -4, CF NFkB block 9, TROY NFkB inh 11, SRC1 inh -9, KKLEB cytotox -21, NCOA3 inh 13, C8 TRAIL sens 5, EBV LMP1 NFkB -8, NR2F2 inh -20, SRC2 inh -17 and NR5A2 inv ag 2.
`CC(NC(=O)C1CCN(S(=O)(=O)N2CCC3(CC2)OCCO3)CC1)c1ccccc1` (stereo not drawn) gave TWEAK-Fn14 inh 3, CF NFkB block 18, TROY NFkB inh -3, SRC1 inh -19, KKLEB cytotox -5, NCOA3 inh 3, C8 TRAIL sens 2, EBV LMP1 NFkB -13, NR2F2 inh -15, SRC2 inh 1 and NR5A2 inv ag -3.
`O=C(COc1ccc(-n2cnnn2)cc1)Nc1ccc(Br)cc1F` gave TWEAK-Fn14 inh 10, CF NFkB block -1, TROY NFkB inh -2, SRC1 inh 5, KKLEB cytotox -32, NCOA3 inh 20, C8 TRAIL sens -5, EBV LMP1 NFkB 2, NR2F2 inh -2, SRC2 inh 16 and NR5A2 inv ag -26.
`O=C(Nc1ccc(F)c(Cl)c1)C1CCCN(c2cnccn2)C1` (stereo not drawn) gave TWEAK-Fn14 inh -15, CF NFkB block 13, TROY NFkB inh -22, SRC1 inh 6, KKLEB cytotox -15, NCOA3 inh 4, C8 TRAIL sens 11, EBV LMP1 NFkB 2, NR2F2 inh -11, SRC2 inh -11 and NR5A2 inv ag -2.
Screening Cc1cc(CN2CCCC(CNC(=O)c3ccc(F)cc3)C2)cc(C)c1O (stereo not drawn) returned TWEAK-Fn14 inh -1, CF NFkB block 4, TROY NFkB inh 7, SRC1 inh -1, KKLEB cytotox -1, NCOA3 inh 12, C8 TRAIL sens 1, EBV LMP1 NFkB -38, NR2F2 inh 7, SRC2 inh 3 and NR5A2 inv ag 11.
Screening CC1Sc2ccc(S(=O)(=O)CCC(=O)N3CCCCC3)cc2NC1=O (stereo not drawn) returned TWEAK-Fn14 inh 7, CF NFkB block 6, TROY NFkB inh 0, SRC1 inh 17, KKLEB cytotox -17, NCOA3 inh 8, C8 TRAIL sens 1, EBV LMP1 NFkB -9, NR2F2 inh -11, SRC2 inh 8 and NR5A2 inv ag -18.
For CCOC(=O)C1(C)CCN1C(=O)c1ccccc1 (stereo not drawn) the results were TWEAK-Fn14 inh 4, CF NFkB block 6, TROY NFkB inh 7, SRC1 inh -5, KKLEB cytotox 8, NCOA3 inh -2, C8 TRAIL sens -8, NR2F2 inh 9, SRC2 inh -22 and NR5A2 inv ag -23.
`CCN1CCN(C(=O)/C(=C/c2cccs2)NC(=O)c2ccc(C)c(C)c2)CC1` gave TWEAK-Fn14 inh 2, CF NFkB block 1, TROY NFkB inh 11, SRC1 inh -4, KKLEB cytotox -21, NCOA3 inh 3, C8 TRAIL sens -8, EBV LMP1 NFkB 3, NR2F2 inh 12, SRC2 inh -6 and NR5A2 inv ag 13.
O=C(O)C1CCN(c2ccc(Cl)nn2)CC1 was read as TWEAK-Fn14 inh 4, CF NFkB block -18, TROY NFkB inh -1, SRC1 inh -17, KKLEB cytotox 8, NCOA3 inh 8, C8 TRAIL sens -9, EBV LMP1 NFkB -1, NR2F2 inh 14, SRC2 inh -23 and NR5A2 inv ag 19.
C=CCOc1cccc(C2C(C(=O)c3cccs3)=C(O)C(=O)N2Cc2cccnc2)c1 (stereo not drawn) was read as TWEAK-Fn14 inh -2, CF NFkB block -19, TROY NFkB inh -35, SRC1 inh -5, KKLEB cytotox 3, NCOA3 inh 10, C8 TRAIL sens -3, EBV LMP1 NFkB -5, NR2F2 inh -5, SRC2 inh -20 and NR5A2 inv ag 4.
Screening Cc1ccccc1-n1c(C)c(C#N)c(=O)c(-[n+]2ccccc2)c1[S-] returned TWEAK-Fn14 inh 7, CF NFkB block 6, TROY NFkB inh -15, SRC1 inh 3, KKLEB cytotox 4, NCOA3 inh 6, C8 TRAIL sens 1, EBV LMP1 NFkB 3, NR2F2 inh -18, SRC2 inh -7 and NR5A2 inv ag 19.
Screening C=CCOC(=O)C1=C(C)NC(C)=C(C(=O)OCC=C)C1c1ccco1 returned TWEAK-Fn14 inh 1, CF NFkB block 2, TROY NFkB inh 5, SRC1 inh -9, KKLEB cytotox -3, NCOA3 inh -9, C8 TRAIL sens -2, EBV LMP1 NFkB 5, NR2F2 inh -4, SRC2 inh -1 and NR5A2 inv ag -16.
COc1ccccc1NC1=C(N2CCCCC2)C(=O)c2ccccc2C1=O was read as TWEAK-Fn14 inh 67*, CF NFkB block 0, TROY NFkB inh 58*, SRC1 inh 74*, KKLEB cytotox -6, NCOA3 inh 80*, C8 TRAIL sens 50, EBV LMP1 NFkB 4 and NR5A2 inv ag 97*.
